Screening data as filed in PubChem BioAssay.
GAA inh: inhibitors of human lysosomal alpha-glucosidase; AID 1466; purified human GAA, 4-MU-alpha-glucoside fluorescence; Potency, µM (top dose mostly 76.9 µM), inactives show at the highest dose activity change, negative = inhibition, usual class: inhibitors; 0.005% of 200,000 active; P10253;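 also: plate controls were uninhibited enzyme wells for no effect and no-enzyme background for full effect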
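Endpoint fluorogenic read: 20 min room-temperature reaction of 4 nM human alpha-glucosidase with 400 uM 4-methylumbelliferyl-alpha-D-pyranoside, pH 5.0, quenched with 1M NaOH/1M glycine pH 10. AC50 from Hill modeling.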
IMPase Li inh: IMPase inhibition in cells with lithium potentiation; CHO-M1 cells, IP1 TR-FRET (IP-One), carbachol + lithium; 0.35% of 210,000 active; Potency, µM (series often up to 59.4 µM), inactives show at the highest dose activity, negative = IMPase inhibition, hits mostly inhibitors;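 also: IP1 builds up when IMPase is blocked and the TR-FRET signal falls; plate controls were basal vehicle for no effect and high inhibitor control for full effect; nearly all actives have a fitted effect of over 50% in size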
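Steps: plate 2000 CHO-M1 cells per well and culture 16–30 h; add compound and lithium; incubate 30 min, 37C; add d2-IP1 tracer and Eu cryptate anti-IP1 antibody in lysis buffer; read after 10 min at room temperature.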
GAA glycogen: alters human alpha-glucosidase cleavage of glycogen; 0.38% of 300,000 active; AID 2100; Potency, µM (titrated, usually from 76.4 µM), for inactives: at the highest dose activity change, negative = inhibition, usual class: inhibitors; recombinant GAA, glycogen substrate, Amplex Red glucose oxidase fluorescence;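 also: 0% = full enzyme reaction and -100% = no-enzyme basal signal; the screen sought inhibitors and activators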
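Natural-substrate format: glycogen cleavage by 4 nM human enzyme, glucose read by Amplex Red coupling (Ex 573, Em 610 nm). Normalized to enzyme and no-enzyme controls.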
HTT aggregate: inhibitors of mutant huntingtin aggregate formation in PC12 cells | PC12 HttQ103-GFP aggregates, Acumen cytometry, 40 h | Potency, µM (highest dose often 46.1 µM), for the others: at the top dose activity change, negative = inhibition, actives largely listed as inhibitors | 1.1% of 220,000 active; also: % is scaled to controls: 0 for no effect and ±100 for the full control effect; nearly all actives have a fitted effect of over 60% in size
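Aggregates are detected as GFP objects 1–25 µm with signal 6 STDEV over background in lysates of induced PC12 cells. These carry Huntingtin exon 1 with 103 glutamines fused to GFP under an ecdysone promoter; compounds titrated.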
GoLoco inh red: inhibitors of human Gai1-RGS12 GoLoco interaction (red fluorophore); Gai1:RGS12 GoLoco peptide FP, rhodamine, 10 min; P63096; Potency, µM (titrated, usually from 61.6 µM), for the others: top-dose activity, negative = inhibition, actives largely listed as inhibitors; 0.44% of 230,000 active; active = well fitted inhibition curve with a large enough effect, not every such curve was filed as active; inactive = no such curve, though single readings can be large or run the other way; also: % is scaled to controls: 0 for no effect and ±100 for the full control effect; nearly all actives have a fitted effect of over 30% in size; many of its hits are not listed in these tables
Target sequence (P63096 whole entry, looked up): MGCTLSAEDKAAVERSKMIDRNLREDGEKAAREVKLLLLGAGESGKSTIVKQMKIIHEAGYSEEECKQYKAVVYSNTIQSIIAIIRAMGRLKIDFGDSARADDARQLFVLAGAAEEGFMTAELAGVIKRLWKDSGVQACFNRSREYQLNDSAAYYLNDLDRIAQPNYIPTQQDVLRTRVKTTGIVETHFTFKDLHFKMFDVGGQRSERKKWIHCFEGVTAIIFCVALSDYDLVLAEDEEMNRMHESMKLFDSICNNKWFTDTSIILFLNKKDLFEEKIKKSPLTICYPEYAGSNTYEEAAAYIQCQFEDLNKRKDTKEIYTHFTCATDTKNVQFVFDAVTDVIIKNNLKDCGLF
HTT ATP protect: Huntington cell model cytoprotection by ATP luminescence. PC12 HTT-Q103 induced, cytoprotection, ATP luminescence, 40 h. Potency, µM (top dose mostly 56.4 µM), inactives show cytoprotection (ATP increase), most hits filed as activators. 0.14% of 230,000 active;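 also: % of control where 0% means no effect; nearly all actives have a fitted effect of over 45% in size; toxic huntingtin expression switched on by the ecdysone agonist tebufenozide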
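Readout: ATPlite luminescence (ATP level). Model: stable PC12, inducible Htt exon1 Q103-GFP. Inducer: tebufenozide, 100 nM final. Compounds: dose series. No G418 in medium.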
aGlu spleen mod: inhibitors or activators of human alpha-glucosidase in spleen homogenate; AID 2112; P10253; human spleen homogenate, 4-MU-alpha-glucoside fluorescence; 0.006% of 240,000 active; Potency, µM (doses to about 79.9 µM), for inactives: top-dose activity change, negative = inhibition, most hits filed as inhibitors;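 also: 0% = enzyme with vehicle and -100% = no enzyme basal signal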
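Human spleen homogenate (1 ug) with 4-methylumbelliferyl-alpha-D-glucopyranoside (1 mM final) in 50 mM citrate/phosphate pH 5.0, 0.01% Tween-20; 40 min at 37 C. Stopped at pH 10; 4-MU fluorescence Ex 365/Em 440 nm; AC50 by Hill fit.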
Numbers without * were called inactive; ? = inconclusive; nt = not tested or not shown; [ ] = another dose, or the depositor's remark. Unless noted, calls follow the shape of the dose curve; as a rule, active = well fitted curve in the direction sought with a large enough effect; inconclusive = small, poorly fitted or top-dose-only effect, or another doubt; inactive = no such curve, though single readings can be large; an effect the other way counts as inactive or inconclusive. Potency is read from the fitted curve at half-maximal effect.

entry	molecule	GAA inh	IMPase Li inh	GAA glycogen	HTT aggregate
1	CC1=C(C(N)=O)C(c2cccs2)NC(=O)N1 (centres undefined)	nt	nt	3.2%	3.5%[9.22 µM]
2	Cn1c2ccccc2c2c(C(=O)NCC3CCCO3)cn(C3CCCC3)c(=O)c21 (centres undefined)	13.4%	18.2%[38.3 µM]	4.7%	-4.5%
3	COC(=O)[C@H](CCCN=C(N)N)NC(=O)CCCc1c(-c2ccccc2)[nH]c2c(F)cc(F)cc12	nt	7.1%	nt	nt
4	Cc1cc2n(n1)SC(Nc1cccc3ccccc13)N2 (centres undefined)	-7.2%	-2.1%	?	-12.9%
5	CCOC(=O)C(=O)N1CCC(Cc2ccccc2)CC1	-0.1%	?	5.3%	-8.7%
6	c1c2c(cc3sc(N4CCOCC4)nc13)OCCO2	0.0%	21.0%[38.3 µM]	0.0%	-13.7%
7	CCCCNCC1C(Oc2ccc(Cl)cc2)C(=O)N1c1ccccc1C (centres undefined)	?	6.9%	-1.0%	-5.0%
8	COc1ccc(-c2nnc(SC)n2C)cc1	-13.4%	-12.1%[38.3 µM]	-7.6%	11.7%
9	NS(=O)(=O)c1ccc(CNC(=O)c2cnccn2)cc1	nt	nt	1.4%	-23.8%[9.22 µM]
10	COC(=O)C1=C(N)OC2=C(C(=O)CC(C)(C)C2)C1c1cccs1 (centres undefined)	-14.6%	-1.2%[38.3 µM]	-1.9%	-3.0%
11	O=C(NNS(=O)(=O)c1ccc2ccccc2c1)c1cccnc1	1.6%	6.3%	3.7%	5.4%
12	Cc1nc2nc(CC(=O)O)[nH]n2c(=O)c1[N+](=O)[O-]	nt	nt	4.2%	-2.8%[9.22 µM]

entry	GoLoco inh red	HTT ATP protect	aGlu spleen mod
1	-0.8%	0.4%[10 µM]	5.5%
2	-12.0%	20.8%[10 µM]	-10.6%
3	5.0%	-0.7%	4.1%
4	2.5%	15.1%[1.9 µM]	2.7%
5	6.1%	1.2%	nt
6	1.7%	-167.8%[inhibitor][0.074 µM]	0.9%
7	-1.0%	-45.3%[inhibitor]	nt
8	-3.3%	-8.9%[10 µM]	-1.7%
9	0.2%	-6.7%[10 µM]	3.6%
10	-2.2%	17.7%	-10.2%
11	-0.2%	nt	-8.9%
12	6.5%	8.8%[10 µM]	0.0%

Other results
entry	molecule	GAA inh	IMPase Li inh	GAA glycogen	HTT aggregate
13	C=CCn1c(SCc2nc3ccccc3c(=O)[nH]2)nc2scc(C3CC3)c2c1=O	2.3%	nt	10.0%	-10.8%[9.22 µM]
14	COc1ccccc1N1CCN(C(=O)CCc2c[nH]c3ccccc23)CC1	3.5%	10.4%	-1.9%	7.5%
15	COc1ccccc1CCNC(=O)c1cnn2c(C(F)F)cc(C)nc12	10.4%	4.7%	4.8%	2.2%
16	Cc1cc(NC(=O)CCCn2ccc([N+](=O)[O-])n2)n(Cc2ccc(F)cc2)n1	-6.4%	4.6%	0.0%	-5.2%
17	C=CCN(C(=O)CCC(=O)O)C1CC(=O)N(c2ccc(OCCC)cc2)C1=O (centres undefined)	-2.9%	10.3%[38.3 µM]	4.3%	4.1%
18	COC(=O)c1ccc(C(NC(=O)OCc2ccccc2)/C(C)=C/[C@@H](C)C(=O)NCCN2CCOCC2)cc1 (some centres undefined)	nt	-2.0%	nt	nt
19	Cc1c(C(=O)O)oc2c1/C(=N\O)CCC2	0.2%	-7.7%	6.8%	-9.3%
20	CSc1c(CC(=O)Nc2ccc(F)cc2)n(Cc2ccccc2)c2ccccc12	3.4%	22.8%	14.2%	-0.3%
21	O=C(Nc1ccc(Cl)cc1)c1cccc(N2C(=O)C3C4CCC(C4)C3C2=O)c1 (centres undefined)	5.6%	-5.9%	8.8%	2.4%
22	Cc1ccc(S(=O)(=O)Nc2ncc(C(F)(F)F)cc2Cl)cc1	2.6%	-2.3%	18.6%	-14.0%
23	Cc1cc(C(=O)CCl)c(C)n1CC1COc2ccccc2O1 (centres undefined)	-4.2%	0.0%	3.5%	?
24	CCOc1ccc(-c2nc(N)ncc2Oc2cccc(OC)c2)c(O)c1	-12.6%	47.3%[activator][38.3 µM]	-12.6%	13.5%[9.22 µM]

entry	GoLoco inh red	HTT ATP protect	aGlu spleen mod
13	159.9%[activator]	-76.2%[inhibitor][10 µM]	7.4%
14	-4.8%	23.5%	1.5%
15	2.8%	-8.0%	-4.5%
16	2.6%	-14.9%	-5.4%
17	13.2%	8.9%	-13.4%
18	5.2%	9.5%	7.4%
19	17.1%	-6.4%[10 µM]	5.0%
20	-1.6%	-3.5%[10 µM]	0.1%
21	-18.3%	4.5%[10 µM]	0.1%
22	9.8%	-27.1%	2.5%
23	7.1%	-28.7%	3.1%
24	-2.8%	8.8%	-6.4%

(further entries)
entry	molecule	GAA inh	IMPase Li inh	GAA glycogen	HTT aggregate
25	Cn1cc(-c2nc3cnc(Oc4ccccc4)nc3n(CCC#N)c2=O)c2ccccc21	nt	-5.6%	nt	nt
26	COc1cc(OC)cc(C(=O)Nn2c(C)nc3ccccc3c2=O)c1	-2.7%	7.1%[38.3 µM]	9.1%	-1.8%[9.22 µM]
27	O=C(NCc1cccnc1)c1cc2nc(-c3cccs3)cc(C(F)(F)Cl)n2n1	-7.0%	19.8%	-11.0%	0.6%
28	O=P(O)(CP(=O)(c1ccccc1)c1ccccc1)c1ccccc1O	5.5%	5.6%[38.3 µM]	-11.1%	-21.8%
29	CCOC(=O)CNC(=O)CNC(=O)c1ccc(OC)cc1	-10.4%	-4.9%[38.3 µM]	-10.3%	?
30	Cn1c(/N=C/c2c[nH]c3ccccc23)nc2ccccc21	3.4%	nt	-9.2%	0.9%
31	COc1cc(C2SCCS2)cc(Br)c1Oc1ncccc1[N+](=O)[O-]	0.1%[15.4 µM]	nt	-11.5%	4.1%[9.22 µM]
32	COc1ccc(CCNS(=O)(=O)c2ccc3c(c2)CC(C)N3C(C)=O)cc1OC (centres undefined)	-4.9%	-4.6%[38.3 µM]	6.1%	-9.8%
33	Cc1nc(NCCN2CCOCC2)c2nnn(Cc3ccccc3Cl)c2n1	-4.9%	17.9%[38.3 µM]	-2.5%	2.6%
34	COc1ccc(C)cc1S(=O)(=O)N1CCC(C(=O)NCCC2=CCCCC2)CC1	-10.6%	24.5%[38.3 µM]	-12.2%	4.1%
35	COc1ccc(C(=O)NNC(=O)CN2CCN(c3nc(-c4ccccc4)cs3)CC2)cc1	4.7%	-0.5%	1.5%	18.6%
36	Cc1ccc(C2=[N+]([O-])C(C)(C)CC2)cc1	-2.5%	18.4%[38.3 µM]	-6.1%	14.4%[9.22 µM]

entry	GoLoco inh red	HTT ATP protect	aGlu spleen mod
25	8.3%	?	-9.7%
26	1.4%	-11.6%	0.3%
27	7.9%	nt	-2.1%
28	5.7%	-15.4%	-6.1%
29	-2.7%	-95.7%[inhibitor][10 µM]	-1.5%
30	nt	-7.6%	3.2%
31	4.0%	-0.7%[10 µM]	8.1%
32	5.1%	-8.6%	-6.2%
33	7.3%	-8.8%	-5.6%
34	7.2%	-3.1%	-8.9%
35	10.7%	23.5%[10 µM]	-5.5%
36	1.2%	0.8%	-1.3%

The results go on:
entry	molecule	GAA inh	IMPase Li inh	GAA glycogen	HTT aggregate
37	CCOC(=O)C(=NCCOC)NNc1cc(Cl)ccc1Cl	-13.1%	16.2%	?	-0.3%
38	CCOCCCNCc1ccc(OCc2ccccc2Cl)cc1	-9.5%	14.5%	13.6%	-18.8%
39	CCOc1ccccc1C1CC(=O)Nc2c1c(=O)n(C)c(=O)n2C (centres undefined)	-5.8%	-7.0%[38.3 µM]	7.2%	3.9%
40	O=C(Nc1ccc2c(c1)OCCO2)NC12CC3CC(CC(C3)C1)C2	-9.8%	2.4%[38.3 µM]	1.6%	?
41	O=C1NC[C@@H](Cc2ccc(O)cc2)N(CCc2cccc(F)c2)C1=O	nt	nt	-5.2%	-25.9%[9.22 µM]
42	NS(=O)(=O)c1ccc(NNC(=O)c2ccccc2C(=O)O)cc1	nt	nt	?	-20.1%[9.22 µM]
43	OCCNC(=S)Nc1cc(Cl)cc(Cl)c1	3.7%	nt	-2.2%	15.8%[9.22 µM]
44	FC(F)Sc1ccc(-n2cc(-c3ccccc3)[n+]3c2CCC3)cc1	4.1%	7.4%	7.7%	7.1%
45	Nc1nc(SCC(=O)Nc2ccccc2Sc2ccccc2)n[nH]1	-13.8%	-0.2%[38.3 µM]	-9.7%	33.0%
46	Cc1ccccc1NC(=S)N(C)CCc1ccccn1	0.6%	5.9%	-13.4%	7.6%
47	COCCCNc1nc2c(-c3cccc(C)c3)nnn2c2ccccc12	?	?	-4.1%	14.4%

entry	GoLoco inh red	HTT ATP protect	aGlu spleen mod
37	3.9%	8.1%[10 µM]	-7.6%
38	-4.5%	nt	-18.0%
39	13.5%	-37.7%	1.3%
40	-8.8%	-27.8%	-5.6%
41	-4.1%	17.3%[10 µM]	10.3%
42	0.2%	12.8%[10 µM]	-12.0%
43	-10.3%	-11.6%[10 µM]	-7.5%
44	-7.6%	14.7%[10 µM]	2.1%
45	-11.0%	-7.8%	-2.4%
46	9.4%	1.1%[10 µM]	6.5%
47	0.4%	-69.1%[inhibitor]	-3.3%

Record cards (already shown). Screens in order: GAA inh	IMPase Li inh	GAA glycogen	HTT aggregate	GoLoco inh red	HTT ATP protect	aGlu spleen mod
Shown for `C=CCn1c(SCc2nc3ccccc3c(=O)[nH]2)nc2scc(C3CC3)c2c1=O` : 2.3%	nt	10.0%	-10.8%[9.22 µM]	159.9%[activator]	-76.2%[inhibitor][10 µM]	7.4%
Shown for `Cc1ccccc1NC(=S)N(C)CCc1ccccn1` : 0.6%	5.9%	-13.4%	7.6%	9.4%	1.1%[10 µM]	6.5%
Shown for `O=C(Nc1ccc(Cl)cc1)c1cccc(N2C(=O)C3C4CCC(C4)C3C2=O)c1` (centres undefined) : 5.6%	-5.9%	8.8%	2.4%	-18.3%	4.5%[10 µM]	0.1%
Shown for `COC(=O)c1ccc(C(NC(=O)OCc2ccccc2)/C(C)=C/[C@@H](C)C(=O)NCCN2CCOCC2)cc1` (some centres undefined) : nt	-2.0%	nt	nt	5.2%	9.5%	7.4%

Not all compounds are listed (hit frequency here may not be typical).
